# Source: PubChem BioAssay (National Center for Advancing Translational Sciences (NCATS))
# Pf Dd2 inh = blocks in vitro growth of P. falciparum Dd2; AID 1347417; 120,000 compounds, 4.3% hits; Potency, µM (doses to about 28.9 µM), for inactives: top-dose activity, negative = inhibition, actives largely listed as inhibitors; P. falciparum Dd2 growth, SYBR Green, 72 h; active means well fitted inhibition curve with a large enough effect; inconclusive means small, poorly fitted or top-dose-only effect; inactive means no such curve, though single readings can be large or run the other way;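 further: plate controls were DMSO vehicle for no effect and reference drug for full effect; nearly all actives have a fitted effect of over 65% in size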
#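 Readout: SYBR Green fluorescence, 485 nm excitation, 535 nm emission, after ~16 h lysis at 37C. Before that, Dd2-infected red cells (2.5% hematocrit) grew 72 h with compound, 29 uM top final concentration.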
# Active calls of the source: *; i = inactive; ? = inconclusive; [ ] = dose if it differs, or a comment. Potency means the concentration at half of the fitted maximal effect.
SMILES,Pf Dd2 inh
Cc1ccc(S(=O)(=O)NC[C@H]2C[C@@H]3CCN2C[C@@H]3CN(C)CCc2ccccn2)cc1,?
COc1ccc2nc(NC(=O)c3nc(S(=O)(=O)Cc4cccc(C)c4)ncc3Cl)sc2c1,-5%
CCOc1ccc2c(n1)CCN(C(=O)Cc1ccc(F)cc1)C2,-17%
CCCSc1ncc(Cl)c(C(=O)Nc2ccc(S(=O)(=O)Nc3ncccn3)cc2)n1,i
CN(C)C(=O)c1cccnc1OC1CCN(S(=O)(=O)c2ccc(F)c(F)c2)C1 (stereo not given),0%
O=C(NCc1cccnc1N1CCOCC1)c1n[nH]c2c1CCCC2,?
O=C1N[C@@H]2CCN(C(=O)c3ccccc3)[C@@H]2C(=O)N1c1ccccc1,-10%[44.1 µM]
Cc1ccc(-n2c(=O)c3c(cc(C)n3C)n(CC(=O)Nc3ccc4c(c3)OCO4)c2=O)cc1,-2%
CCCN(C)c1nccnc1OC1CCN(C(=O)c2cccc(OC)c2OC)C1 (stereo not given),-30%
COc1cccc(NC(=O)c2ccc(CNS(=O)(=O)c3ccc4c(c3)C(C)(C)C(=O)N4C)cc2)c1,-5%
CCOc1ccccc1CNc1nc2nc(C)c(CC(=O)OC)c(=O)n2[nH]1,33%[activator]
O=C(Cn1ccn2nc(-c3ccccc3)c(CO)c2c1=O)NCCC1=CCCCC1,i
Cc1ccc2nc(COc3ccccc3NC(=O)C(C)(C)C)cc(=O)n2c1,1%
CC(C)N[C@H]1C[C@@H](Cc2cc(COc3ccccc3)on2)C1(C)C,11µM*
COc1ccc(CNC(=O)c2cc3c(s2)-c2ccccc2OC3)cc1,-13%
O=C(N[C@H]1C[C@@H]2C(=O)N[C@H]3CCN(C(=O)c4cccs4)[C@@H]3C(=O)N2C1)C1CCCC1,i
O=[S+]1([O-])NC2(CCCN(Cc3ccccc3)C2)CNc2ccccc21 (stereo not given),?
COc1ccc(C(=O)N2CCCN(C)c3ccccc32)cc1,?
O=C(CC1=C2CCCCC2N(Cc2ccc(F)cc2)C1=O)NCCc1c[nH]c2ccccc12 (stereo not given),?
COc1ccc(-c2cc(N3CCCN(C(=O)Cc4cccc(F)c4)CC3)n[nH]2)cc1,-10%
COc1cccc([S+](=O)([O-])N2CCC3(CC2)C(=NC2CCCCC2)NC(=O)N3c2cccnc2)c1,-4%
COCCCNC(=O)c1ccc(C)c(-n2c(C)nc3cccnc32)c1,64%[activator]
Cc1[nH]c2c(F)cccc2c1CC(=O)N(C)Cc1ccc2nsnc2c1,-1%
CC(=O)N1CCC(Cc2ccc(C(=O)Nc3ccc(C)cc3)cc2)CC1,?
CCn1c2ccccc2c2cc(CN3CCN(Cc4ccccc4Cl)CC3)ccc21,?
CCCNc1cc(N2CCC(CCC(=O)NCc3ccc(Cl)cc3)CC2)ncn1,?
CCc1nccc(CN2CCCC(CC3CC3)(C(=O)O)C2)n1 (stereo not given),-8%
C=CCNC(=O)Cc1c2c(n(Cc3ccccc3F)c1C)CCCC2=O,-8%
COc1ccc(CN2Cc3[nH]nc(-c4ccccc4)c3CC2=O)cc1,-17%[44.1 µM]
O=C1OC[C@@H]2CCN(Cc3ccc4c(c3)OCO4)Cc3ccc(F)cc3N12,i
O=C(O)c1ccccc1C(=O)N[C@H]1CO[C@H]2[C@@H]1OC[C@@H]2n1nnnc1Oc1ccc2c(c1)OCO2,i
O=C(NCc1ccccc1)[C@@H]1Cc2nc[nH]c2CN1Cc1ccc(Cl)cc1,-9%[44.1 µM]
Cc1ccc(OCC(=O)Nc2ccc(C(=O)OCc3cc(=O)n4ccsc4n3)cc2)cc1C,-22%
CCCS(=O)(=O)N1CCCC(Cc2noc(-c3ccccc3)n2)C1 (stereo not given),i
CC(NC(=O)C1CCN(c2cc(C(F)(F)F)ncn2)CC1)c1ccccc1 (stereo not given),-16%
CCN(c1ccccc1C)S(=O)(=O)c1nnc(NC(=O)c2ccccc2C)s1,-22%
COc1ccc(-c2cn3c(n2)sc2cc(C(=O)Nc4ccc(F)cc4Cl)ccc23)cc1,?
CCOc1ccccc1NC(=O)Nc1cc2c(cc1N1CCCCC1)n(CC)c(=O)n2CC,11µM*
Cc1ccc(-c2nnc3ccc(N4CCN(Cc5ccccc5)CC4)nn23)nc1,?
CC(C)n1nc(OC(C)(C)C(=O)NC2CCOCC2)c2cc(CN3CCOCC3)ccc21,-3%
O=C(NCc1ccc(-c2ccc(F)cc2)o1)C1CC(=O)N(Cc2cccnc2)C1 (stereo not given),-5%
N#Cc1ccccc1CN1CCCC12Cc1ccccc1CNC2=O (stereo not given),-3%
COc1ccc(OC)c(CNCc2c(C(=O)O)n(Cc3ccccc3)c3cc(OC)ccc23)c1,i
CCOCCCN(Cc1ccco1)S(=O)(=O)c1cc2c(cc1Cl)NC(=O)CO2,i
CC(NC(=O)C1(N2CCCCC2)Cc2ccccc2C1)c1cnn(C)c1 (stereo not given),?
c1cnc2c(c1)nc1n2[C@@H](CNC2CCCCC2)COC1,14µM*
CC(=O)c1ccc(NC(=O)O[C@@H]2CO[C@H]3[C@@H]2OC[C@@H]3NS(=O)(=O)Cc2ccccc2)cc1,i
O=C(c1ccc(C(F)(F)F)cc1)N1CCC2(CC(c3cccc(C(F)(F)F)c3)=NO2)C1 (stereo not given),?
CCN(CC)S(=O)(=O)c1ccc2c(c1)N(CC(=O)NCc1ccc(F)cc1)C(=O)CO2,22%
O=C(Nc1ccc(N2CCOCC2)c(C(=O)O)c1)c1ccc(Br)cc1,41%[activator]
CCOc1cc(CNC(=O)c2ccc3c(c2)NC(=O)C2CCCCN32)cc(OCC)c1OCC (stereo not given),12%
COc1ccccc1NC(=O)Cn1ccn(-c2cc(C)cc(C)c2)c(=O)c1=O,65%[activator]
CCC(=O)Nc1cc(-c2nc3ccccc3s2)c(Cl)cc1Cl,10%
COc1ccc(CCNC(=O)C(C)n2c(=O)cc(-c3ccccc3)c3c(C)nn(C)c32)cc1OC (stereo not given),?
O=C(c1ccccc1)N1CCc2nc(-c3ccc(Cl)cc3)nc(-c3ccccc3)c2C1,i
COc1cccc(CNC(=O)C2CCN(S(=O)(=O)c3ccc4c(c3)CCCN4C(C)=O)CC2)c1,-20%
CN(C)[C@@H]1CN(Cc2ccsc2)CC[C@@H]1CNC(=O)C1CC1,?
CCCn1cc(CNC(=O)c2ccc(CC3CCCNC3)cc2)cn1 (stereo not given),i
Cc1ccc(NS(=O)(=O)c2ccc3c(c2)NC(=O)C(C)C(=O)N3)cc1F (stereo not given),0%
COCCCNC(=O)C(NC(=O)c1ccccc1F)C1CCN(C(=O)C2CC2)CC1 (stereo not given),-16%
# Additional entries follow.
SMILES,Pf Dd2 inh
CCOc1ccccc1NC(=O)c1c(NC(=O)Cc2ccccc2)sc2c1CCCC2,25%
CN(Cc1cccc(C(F)(F)F)c1)C(=O)c1ccc(Cl)nc1,?
O[C@@H]1CO[C@H]2[C@@H]1OC[C@@H]2n1nnnc1Sc1ncccn1,44%[activator][44.1 µM]
O=C(c1ccccn1)N1CCCCCC1c1nnc(-c2ccccc2)o1 (stereo not given),i
O=[S+]1([O-])NC2(CCCN(Cc3ccccc3C(F)(F)F)C2)CNc2ccccc21 (stereo not given),?
CC(Sc1nc2c(c(=O)[nH]1)CCCC2)C(=O)Nc1cc(C(F)(F)F)ccc1Cl (stereo not given),47%[activator]
Cc1cc(CNC(=O)[C@@H]2CCC[C@@H](NCc3nccn3C)CN(C)C(=O)C2)no1,6%[44.1 µM]
O=C(CCC[C@@H]1[C@H]2CCCN3CCC[C@@H](CN1C(=O)C1CCCC1)[C@@H]23)N1CCOCC1,-9%
O=C(Nc1ccc(Cl)cc1)N1CCN(c2ccc3nnc(-c4ccc(F)cc4)n3n2)CC1,i
C[C@@H]1CN(C(=O)c2ccc(-c3ccn[nH]3)cc2)CC[C@@]1(O)C1CCOCC1,-4%
CC(=O)Nc1cccc(NC(=O)CSc2nccn2Cc2ccco2)c1,i
COc1ccc(C(=O)N2CCN(c3cc(C(F)(F)F)nc(C)n3)CC2)cc1,11%
Cc1noc(C)c1[S+](=O)([O-])N1CCC2(C1)OC(=O)Nc1ccccc12 (stereo not given),i
N#Cc1cccc(CN2Cc3[nH]cnc3C[C@H]2c2nc(-c3ccccc3)no2)c1,-20%[44.1 µM]
COc1ccc(CNC(=O)c2cc3c(s2)CCN(C(=O)c2ccccc2)C3)cc1OC,?
CC(C)Oc1ccc(CNC(=O)c2ccc(Cn3c(=O)c4cccn4c4cccnc43)cc2)cc1,18%
CCOc1ccc(-c2nc(Cn3c(=O)cc(-c4ccccc4)c4c(C)nn(C)c43)c(C)o2)cc1,-1%
O=C(CC(c1ccccc1)c1ccc2c(c1)OCO2)N1CCCCCC1 (stereo not given),?
c1ccc2[nH]c(C3CCC(Cn4cc(-c5cncnc5)nn4)CC3)nc2c1 (stereo not given),-2%
CCc1ccc(-n2nc(C)c3c(C(=O)Nc4cc(C)ccc4C)cc(C)nc32)cc1,18%[5.79 µM]

# In the list so far, these contain a cyano group.
SMILES,Pf Dd2 inh
N#Cc1ccccc1CN1CCCC12Cc1ccccc1CNC2=O (stereo not given),-3%
N#Cc1cccc(CN2Cc3[nH]cnc3C[C@H]2c2nc(-c3ccccc3)no2)c1,-20%[44.1 µM]

# New compounds follow.
SMILES,Pf Dd2 inh
Cc1c(Cl)ccc2sc(NC(=O)c3ccc(S(=O)(=O)N4CCCc5ccccc54)cc3)nc12,47%[activator]
CNC(=O)c1cc(-c2ccccc2C)cc2c1OCCN2Cc1cccnc1,i
CCc1cc(C(=O)N2CCN(C)C3(CCC(=O)N(C)CC3)C2)n(C)n1 (stereo not given),-6%
CC(C)(C)OC(=O)NCCCC(=O)N1CCC(n2c(=O)[nH]c3ccccc32)CC1,i
O=C(Nc1ccc2ncnc(N3CCCCC3)c2c1)c1ccsc1,i
COc1ccccc1C(=O)N1CCCCCC1c1nnc(-c2ccccc2)o1 (stereo not given),-2%
CC(C)COc1cc(=O)n2c(c1C(=O)NCc1ccccc1F)CCCCC2,6%
CC(C)CN1CCNC(=O)C1CC(=O)NC(C)(C)Cc1ccc(F)cc1 (stereo not given),?
COCCNC(=O)c1ccc2c(c1)N(C)C(CC(=O)NC(C)C)CO2 (stereo not given),0%
COC(=O)CNC(c1ccccc1)c1cc(Br)ccc1NC(=O)c1cc(OC)c(OC)c(OC)c1 (stereo not given),?
O=C1NC(=O)[C@@H]2CN(C(=O)c3coc(COc4ccc5c(c4)OCO5)n3)C[C@H]12,-2%
COc1cc(CNCc2ccccc2C)ccc1OCC(O)CN1CCOCC1 (stereo not given),?
O=C(CSc1nc2ccccc2n1CC(=O)Nc1ccc(F)cc1F)Nc1ccc(F)cc1,i
CCC(CC)C(=O)NC1CCN(c2cnn(Cc3ccccc3)c(=O)c2)CC1,-5%
CCNc1nc2c(s1)C(c1cccnc1)CC(=O)N2 (stereo not given),i
Cc1ccc(C)c(N2CCN(c3cc(C)nc4c(-c5ccc(Cl)cc5)c(C)nn34)CC2)c1,19%
COc1cccc2cc(-c3nc(-c4cccs4)no3)c(=O)oc12,3%
O=C(Nc1ccccc1)C1CCN(C(=O)c2ncn3c2COC(c2ccccc2)C3)CC1 (stereo not given),i
NCc1cccc(-c2ccccn2)c1,-28%[44.1 µM]
O=C(C1CCCO1)N1CCN(c2nc(-c3ccncc3)nc3c2CNC3)CC1 (stereo not given),5%
Clc1ccc(CN2CCc3nc(N4CCN(c5ccccn5)CC4)ncc3C2)cc1,-5%
COc1ccc(Cl)cc1NC(=O)Cn1c(=O)n(Cc2ccc(F)cc2)c(=O)c2cccnc21,i
N#Cc1c(-n2ncnc2-c2ccc(F)cc2)sc2c1CCCCC2,35%[activator]
CN(c1ccccc1)c1ccc2nnc(-c3cc(C(=O)NCCc4ccccc4)ccn3)n2n1,8.9µM*
Cc1ccc(NC(=O)c2ccc3[nH]c(C)cc(=O)c3c2)cc1,11%
COCCNC(=O)C[C@@H]1C[C@H]2O[C@H](CNCc3cccnc3OC)[C@@H](O)[C@H]2O1,5%[44.1 µM]
O=C(c1ccncc1)N1CC2CCC(C1)N2Cc1ccc(-c2ccsc2)cc1,?
Cc1ccccc1NC(=O)N1CCCC(c2noc(COc3ccccc3)n2)C1 (stereo not given),?

# By substructure: the entries above with an NH in an aromatic ring
SMILES,Pf Dd2 inh
O=C(NCc1cccnc1N1CCOCC1)c1n[nH]c2c1CCCC2,?
CCOc1ccccc1CNc1nc2nc(C)c(CC(=O)OC)c(=O)n2[nH]1,33%[activator]
O=C(CC1=C2CCCCC2N(Cc2ccc(F)cc2)C1=O)NCCc1c[nH]c2ccccc12 (stereo not given),?
COc1ccc(-c2cc(N3CCCN(C(=O)Cc4cccc(F)c4)CC3)n[nH]2)cc1,-10%
Cc1[nH]c2c(F)cccc2c1CC(=O)N(C)Cc1ccc2nsnc2c1,-1%
COc1ccc(CN2Cc3[nH]nc(-c4ccccc4)c3CC2=O)cc1,-17%[44.1 µM]
O=C(NCc1ccccc1)[C@@H]1Cc2nc[nH]c2CN1Cc1ccc(Cl)cc1,-9%[44.1 µM]
CC(Sc1nc2c(c(=O)[nH]1)CCCC2)C(=O)Nc1cc(C(F)(F)F)ccc1Cl (stereo not given),47%[activator]
C[C@@H]1CN(C(=O)c2ccc(-c3ccn[nH]3)cc2)CC[C@@]1(O)C1CCOCC1,-4%
N#Cc1cccc(CN2Cc3[nH]cnc3C[C@H]2c2nc(-c3ccccc3)no2)c1,-20%[44.1 µM]
c1ccc2[nH]c(C3CCC(Cn4cc(-c5cncnc5)nn4)CC3)nc2c1 (stereo not given),-2%
CC(C)(C)OC(=O)NCCCC(=O)N1CCC(n2c(=O)[nH]c3ccccc32)CC1,i
Cc1ccc(NC(=O)c2ccc3[nH]c(C)cc(=O)c3c2)cc1,11%

# An excerpt; the hit share may differ from the screen's.
